High-throughput results (PubChem)
Rac1 GTP hydrolysis: MgcRacGAP GTPase-activating activity inhibitors, confirmation, biochemical, ADP Hunter fluorescence. MgcRacGAP-stimulated Rac1 GTP hydrolysis, ADP Hunter fluorescence; higher % means a stronger effect; GST-tagged Rac1 F28L mutant substrate. one-dose inhibition, % at 30 µM; IC50 in µM for titrated hits. 0.6% of 340,000 active. AID 624330, 2012;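 active = first-screen hits whose inhibition reached a set limit at any dose in the follow-up dose series; inconclusive = inhibition above the set first-screen limit but never retested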;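 also: fluorescence reports GDP produced by GAP-driven GTP hydrolysis; strong numbers were not always called active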
NTR1 ag: agonists of NTR1, primary screen, imaging, U2OS cells, beta-arrestin-GFP, high content (AID 493036). activation, % at 20 µM. 0.17% of 330,000 active. NTR1-U2OS beta-arrestin-GFP spot imaging, agonist mode;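 active = activation at or above 40% of the spot to cytoplasm intensity ratio, with at least 20 cells analyzed; inconclusive = wells under 20 cells, flagged as cytotoxic or low count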;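 also: 0% = DMSO without peptide and 100% = 100 nM NTR1 peptide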
Target sequence (P30989 whole entry, looked up): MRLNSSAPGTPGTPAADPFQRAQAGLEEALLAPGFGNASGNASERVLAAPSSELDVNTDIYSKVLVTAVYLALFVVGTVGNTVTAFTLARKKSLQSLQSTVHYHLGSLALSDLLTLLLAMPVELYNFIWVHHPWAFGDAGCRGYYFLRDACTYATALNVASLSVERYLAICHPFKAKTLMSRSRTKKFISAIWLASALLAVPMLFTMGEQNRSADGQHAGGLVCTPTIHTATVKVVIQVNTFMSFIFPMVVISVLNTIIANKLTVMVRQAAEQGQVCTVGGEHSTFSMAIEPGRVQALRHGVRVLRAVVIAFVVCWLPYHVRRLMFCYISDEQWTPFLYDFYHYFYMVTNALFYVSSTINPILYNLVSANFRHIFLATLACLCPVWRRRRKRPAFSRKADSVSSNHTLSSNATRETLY
Myeloid diff 2: induction of myeloid progenitor differentiation, primary screen, cell-based, flow cytometry, MLPCN library | ER-HoxA9 myeloid progenitors, lysozyme-GFP differentiation | AID 624256, 2012 | 1% of 360,000 active | calls only at 10 µM;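 active = normalized GFP-positive differentiation at or above the plate's own cutoff, the solvent-only control mean plus 3 SD; inconclusive = no clear call, values can overlap the other calls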;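 also: cells exposed to compound for four days before flow analysis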
NTR1 ag cell count 20 µM: recorded beside NTR1 ag, whose call it bears; cell count; measured here: cell count, cytotoxicity flag
Myeloid diff 2 GFP+ MAC1+ %: recorded beside Myeloid diff 2, whose call it bears; GFP+ MAC1+ double positive, %; measured here: differentiation confirmed by MAC1 staining
* = called active by the depositor; i = inactive; ? = inconclusive; . = no result given; + = active, no number. This is a subset, so the mix of outcomes need not match the whole.

SMILES	Rac1 GTP hydrolysis	NTR1 ag	NTR1 ag cell count 20 µM	Myeloid diff 2	Myeloid diff 2 GFP+ MAC1+ %
CC(C)c1ccc(O)c(C(=O)c2cnn(-c3ccccc3)c2)c1	9.8%	3.5	40	i	0.5
Cc1cccc(-n2nnnc2SCC(=O)NC2CCCC2)c1	4.0%	2.2	63	i	0.5
Cc1c(C(=O)OC(C)C(=O)N(C)Cc2ccccc2)oc2ccccc12 (stereo not drawn)	0.2%	1.1	49	i	0.7
NC(=O)c1ccc(NC(=O)COC(=O)c2cc3c(s2)CCC3)cc1	-0.3%	1.3	80	i	0.7
COc1cc(CNC(=O)c2ccc3c(c2)S(=O)(=O)c2ccccc2C3=O)cc(OC)c1	9.2%	9.1	79	i	1.6
Cn1c(-c2ccc(C(=O)c3ccccc3)s2)nc2ccccc21	2.3%	-1.6	111	i	0.3
CN1C(=O)CC(N2CCN(c3ccccc3)CC2)C1=O (stereo not drawn)	6.0%	-0.6	73	i	0.7
COc1cc(/C=C/C(=O)OCC(=O)Nc2cccc(F)c2)ccc1O	41.6µM*	1.0	67	i	1.0
COc1c(Cl)cc(Cl)cc1C(=O)Nc1ccccc1N1CCN(C(C)=O)CC1	2.2%	-0.5	70	i	0.7
COC(=O)[C@]1(C)N[C@H](CN(C)S(=O)(=O)c2ccc(F)cc2)[C@@H]2C(=O)N(C)C(=O)[C@@H]21	8.0%	0.3	49	i	2.6
Cc1cc(C(=O)CN2c3cccc4cccc(c34)S2(=O)=O)c(C)n1C	4.5%	-0.5	66	?	.
Cc1ccc(C)c(-n2ccnc2SCC(=O)c2c(N)n(C3CC3)c(=O)[nH]c2=O)c1	4.0%	5.4	56	i	0.3
CCCSc1ccc([C@@H]2[C@@H]3C(=O)N(C)C(=O)[C@@H]3[C@]3(C(=O)OC)CCCCN23)cc1OC	3.0%	1.9	63	i	1.4
CCCN(CC(=O)Nc1ccccc1OC)C(=O)c1ccc2[nH]c3c(c2c1)CC(C)CC3 (stereo not drawn)	-7.1%	2.4	42	i	1.3
C=CCSc1nnc(NC(=O)C2CC(=O)N(Cc3ccc(C)cc3)C2)s1 (stereo not drawn)	4.5%	1.3	79	i	1.4
COc1cc2cnc(-c3ccccc3)c(-c3ccc(C#N)cc3)c2cc1OC	15.4%	6.9	49	i	0.5
COC(=O)[C@]1(C)N[C@H](CN(C)S(=O)(=O)c2ccc(-c3ccccc3)cc2)[C@@H]2C(=O)N(Cc3ccccc3)C(=O)[C@@H]21	3.5%	3.5	50	i	2.8
C[C@H]1COC(=O)[C@@H](CC(=O)OC(C)(C)C)C/C=C\C[C@H](CC(=O)NCCO)C(=O)N1	9.1%	1.9	41	i	1.0
Cc1ccc(NCc2nnc(SCC(=O)N3CCCCC3)n2CC2CCCO2)c(C)c1 (stereo not drawn)	5.2%	0.2	82	i	1.1
Cc1cccc(NC(=O)c2nc[nH]c2C(=O)N[C@@H](C)c2ccccc2)c1	4.5%	50.5*	53*	i	1.7
CC(C)C(NS(=O)(=O)c1ccccc1F)C(=O)OCC(=O)NCc1ccco1 (stereo not drawn)	0.7%	0.6	52	i	0.9
CN(c1ccccc1)S(=O)(=O)c1cccc(C(=O)NC2CCCCC2)c1	5.6%	0.7	63	i	0.4
CC(CNC(=O)Cn1ccc(N)nc1=O)c1ccccc1 (stereo not drawn)	-5.6%	0.1	63	i	1.2
O=[N+]([O-])c1cccnc1Sc1ccc(Br)cc1	11.0%	0.7	43	i	0.7

Filtered by structure: those above containing an aryl methoxy group
SMILES	Rac1 GTP hydrolysis	NTR1 ag	NTR1 ag cell count 20 µM	Myeloid diff 2	Myeloid diff 2 GFP+ MAC1+ %
COc1cc(CNC(=O)c2ccc3c(c2)S(=O)(=O)c2ccccc2C3=O)cc(OC)c1	9.2%	9.1	79	i	1.6
COc1cc(/C=C/C(=O)OCC(=O)Nc2cccc(F)c2)ccc1O	41.6µM*	1.0	67	i	1.0
COc1c(Cl)cc(Cl)cc1C(=O)Nc1ccccc1N1CCN(C(C)=O)CC1	2.2%	-0.5	70	i	0.7
CCCSc1ccc([C@@H]2[C@@H]3C(=O)N(C)C(=O)[C@@H]3[C@]3(C(=O)OC)CCCCN23)cc1OC	3.0%	1.9	63	i	1.4
CCCN(CC(=O)Nc1ccccc1OC)C(=O)c1ccc2[nH]c3c(c2c1)CC(C)CC3 (stereo not drawn)	-7.1%	2.4	42	i	1.3
COc1cc2cnc(-c3ccccc3)c(-c3ccc(C#N)cc3)c2cc1OC	15.4%	6.9	49	i	0.5

Further results follow.
SMILES	Rac1 GTP hydrolysis	NTR1 ag	NTR1 ag cell count 20 µM	Myeloid diff 2	Myeloid diff 2 GFP+ MAC1+ %
COc1ccc(NC(=O)CN(C)CC(=O)NC(=O)NC2CCCCC2)cc1	2.3%	0.8	66	i	1.4
O=C(CSc1ccc2ccccc2n1)NC1CC1	5.6%	-0.6	48	i	0.6
COc1cc([C@@H]2CC=C(C(=O)O)[C@H](c3ccccc3F)N2S(=O)(=O)c2ccc(C)cc2)cc(OC)c1OC	9.8%	1.7	71	i	1.1
CCN(CC(=O)NCc1ccc(F)cc1)CC(=O)Nc1ccc(Br)cc1F	5.8%	-1.7	66	i	2.0
CC(NC(=O)c1cc(S(=O)(=O)N2CCCC2)ccc1Cl)c1ccccn1 (stereo not drawn)	-0.5%	-1.8	64	i	0.3
Cc1ccc(C(C)(C)C)cc1S(=O)(=O)Nc1cccc(C(=O)N2CCN(c3ccccn3)CC2)c1	7.3%	11.1	67	i	0.1
CSc1ccc(CCCCCCOC(=O)C(C)(C)C)cc1	3.9%	-0.5	58	i	0.9
CCc1noc(C)c1C(=O)Nc1nnc(C(CC)CC)s1	-1.7%	0.9	52	i	1.4
COc1ccccc1CNC(=O)C(NC(=O)C1CCCCC1)C(C)C (stereo not drawn)	11.3%	0.1	52	i	0.4
CCN(C(=O)COC(=O)c1ccc(Cl)c(S(=O)(=O)N2CCCCC2)c1)C1CCS(=O)(=O)C1 (stereo not drawn)	3.5%	1.9	59	i	0.4
O=C(C[C@H]1C/C=C\CC[C@H](Cc2ccc(F)cc2)C(=O)O[C@@H](c2ccccc2)CNC1=O)N[C@H](CO)Cc1ccccc1	6.5%	15.2	40	i	2.1
Cc1coc2c(C)c3oc(=O)cc(-c4ccccc4)c3cc12	5.8%	-3.5	87	i	0.5
COc1ccc(OC)c(NC(=O)Nc2ccc(O)c3ccccc23)c1	16.2%	1.5	46	?	.
COc1ccc2c(COC(=O)[C@H](C)NS(=O)(=O)c3ccccc3F)cc(=O)oc2c1	3.8%	2.3	74	i	1.4
COc1ccc(S(=O)(=O)Nc2cccc3c2O[C@@H](CN(C)Cc2ccc(C(=O)O)cc2)[C@@H](C)CN([C@H](C)CO)C3=O)cc1	6.4%	-2.6	94	i	0.8
O=C(COC(=O)CSc1ccc(Cl)cc1)NCCc1ccccc1	2.5%	0.0	53	i	0.6
Cc1ccccc1OCC(=O)OCC(=O)NCc1ccccc1	3.7%	2.4	52	i	1.0
CCCCn1c(N)c(N(CC(C)C)C(=O)c2c(-c3ccccc3)noc2C)c(=O)[nH]c1=O	1.5%	0.7	60	i	0.4
Cc1ccc(S(=O)(=O)N2CCCCC2)cc1NC(=O)CCCOc1ccccc1	0.8%	-1.4	42	i	1.0
N#CCC(=O)Nc1ccc(C(=O)OCC(=O)N2CCN(C(=O)c3ccco3)CC2)cc1	-0.4%	-1.0	51	i	2.1
CN(CC(=O)NC(=O)NC1CCCCC1)c1ccccc1	6.3%	1.7	56	i	0.3
Cc1cc(NC(=O)CSCC(=O)Nc2cc(C(F)(F)F)ccc2N2CCOCC2)no1	8.7%	0.8	51	i	1.2
CCOc1ccc(C2=Nn3c(CC)nnc3SC2)cc1	6.1%	2.3	56	i	0.8
CCOc1ccccc1C(=O)NCC(=O)NCC(C)(C)N1CCOCC1	3.5%	0.0	85	i	0.9
O=C1CC(SCCc2nc3ccccc3[nH]2)C(=O)N1c1ccc(F)c(Cl)c1 (stereo not drawn)	10.7%	1.6	37	i	0.6
CC(=O)Nc1ccc(S(=O)(=O)N2c3ccc(F)cc3CCC2C)cc1 (stereo not drawn)	-12.5%	0.5	38	i	1.9
Cc1csc(NC(=O)c2cccnc2Cl)n1	8.3%	-0.7	49	i	0.7
O=C(COC(=O)c1nn(CCO)c(=O)c2ccccc12)Nc1ccc(Cl)c(Cl)c1	2.7%	1.2	59	i	0.4
CSCCC(NS(=O)(=O)c1ccccc1)C(=O)OC(C)C(=O)Nc1ccc(Cl)cn1 (stereo not drawn)	1.7%	-1.1	96	i	0.7
O=C(COC(=O)COc1ccccc1[N+](=O)[O-])NCc1ccc2c(c1)OCO2	-0.7%	-0.5	53	i	1.1
Cc1cc(C(=O)COC(=O)c2ccc(F)cc2)c(C)n1C	5.7%	-1.4	95	i	0.2
COc1ccc(C(CNC(=O)c2ccc(-c3nc4ccccc4s3)o2)N2CCCC2)cc1 (stereo not drawn)	7.5%	9.2	46	i	1.0
Cc1ccc(Cn2c(C(C)Nc3nc(-c4ccc(Cl)cc4)cs3)nc3cc(C(=O)NCCCO)ccc32)cc1 (stereo not drawn)	-2.7%	1.2	90	+	2.4*
CCc1ccc(OCC(=O)NNC(=O)CNC(=O)c2ccc(Br)o2)cc1	-1.0%	1.2	93	i	1.7
Cc1ccc(NC(=O)c2n[nH]c(=O)c3ccccc23)cc1S(=O)(=O)N1CCOCC1	-3.5%	4.1	59	i	0.3
N#CCCCC#Cc1ccc2c(c1)COc1c3ccccc3nn1-2	7.6%	-1.6	63	i	1.1
CC(C)(C)OC(=O)NCCCCCc1cn(CC(=O)NCCCCCCCCCCC(=O)N2CCN(C(=O)OC(C)(C)C)CC2)nn1	1.7%	3.4	92	i	3.0
COc1ccc(S(=O)(=O)N2CCN(C(=O)c3cc(C)on3)CC2)cc1	-1.1%	-1.6	87	i	0.3
N#Cc1ccc(NC(=O)COC(=O)c2cccnc2Cl)cc1	0.5%	-0.2	98	i	0.1
Cc1ccccc1CCNC(=O)c1ccc(Cl)c(S(=O)(=O)N2CC(C)OC(C)C2)c1 (stereo not drawn)	5.3%	-2.7	67	i	1.4
Cc1noc(C)c1NC(=O)Nc1ccc2c(c1)C(=O)N([C@H](C)CO)C[C@H](C)[C@@H](CN(C)S(=O)(=O)c1ccc(F)cc1)O2	4.9%	1.2	46	i	1.4
CCN(CC(=O)Nc1ccc(NC(C)=O)cc1)C(=O)C1CCCN(C(=O)c2ccc(Cl)cc2)C1 (stereo not drawn)	3.4%	-1.4	85	i	0.1
CCN(c1ccccc1)S(=O)(=O)c1ccc(C(=O)Nc2cccc(C)n2)cc1	4.7%	-0.5	84	i	0.8
CC(C)Cn1cc(C(=O)NCCCN2CCC(C)CC2)c2c3ccccc3n(C)c2c1=O	11.0%	-3.0	45	i	0.6
CC(C)c1ccc(S(=O)(=O)N2CCN(C(=O)c3ccncc3)CC2)cc1	6.8%	3.7	58	i	0.7
COc1ccc2c(-c3ccc(OCCN4CCCCC4)cc3)c(-c3ccccc3OC)sc2c1	11.7%	5.6	48	i	4.2
CCN(CC(=O)NC1CCS(=O)(=O)C1)c1ccc(S(=O)(=O)N(CC)CC)cc1[N+](=O)[O-] (stereo not drawn)	8.8%	-0.2	51	i	2.0
COc1ccccc1-c1nnc(SCC(=O)c2c(N)n(C3CC3)c(=O)[nH]c2=O)n1C	4.0%	0.5	56	i	0.9
COC(=O)c1cc(Cl)cc2c(CCO)c[nH]c12	7.6%	-0.9	58	i	1.0
CCN(CC)C(=O)[C@H]1C[C@H](CC(=O)NCC23CC4CC(CC(C4)C2)C3)C(=O)N2CCc3c([nH]c4cc(CCC(=O)N(C)C)ccc34)[C@]12C	10.9%	2.9	61	i	0.7
COC(=O)C1CCN(C(=O)c2ccc(Cl)c(S(=O)(=O)NCc3ccco3)c2)CC1	-5.5%	0.1	70	i	1.4
CC(C)(C)OC(=O)C[C@@H]1C/C=C\C[C@H](CC(=O)NCCO)C(=O)N2CCC[C@@H]2COC1=O	3.9%	-2.2	59	i	1.1
C=CCC[C@@H](Cc1ccc(F)cc1)C(=O)OC[C@@H](Cc1c[nH]c2ccccc12)NC(=O)[C@@H](CC=C)CC(=O)N[C@@H](CO)Cc1ccccc1	5.2%	7.0	52	i	0.2
CC1CCN(C(=O)c2ccc(NC3=C(Cl)C(=O)N(Cc4ccccc4)C3=O)cc2)CC1	2.1%	18.0	46	i	2.0
COCCCN(C(=O)c1cc(C)oc1C)c1c(N)n(CC(C)C)c(=O)[nH]c1=O	4.2%	3.3	58	i	1.5
CCN(CC)c1ccc(C(=O)OCC(=O)Nc2cc(C)on2)cc1	4.5%	-2.3	53	i	0.3

Retrieved by structure from the entries so far, 2 records:
SMILES	Rac1 GTP hydrolysis	NTR1 ag	NTR1 ag cell count 20 µM	Myeloid diff 2	Myeloid diff 2 GFP+ MAC1+ %
Cc1cccc(NC(=O)c2nc[nH]c2C(=O)N[C@@H](C)c2ccccc2)c1	4.5%	50.5*	53*	i	1.7
CCN(C(=O)COC(=O)c1ccc(Cl)c(S(=O)(=O)N2CCCCC2)c1)C1CCS(=O)(=O)C1 (stereo not drawn)	3.5%	1.9	59	i	0.4
